Assay outcomes from PubChem.
EPAC2 ag: agonists of human EPAC2 (RAPGEF4); AID 720711; Q8WZA2; EPAC2 activation, biochemical qHTS; response scale: 100% = 6.5 mM cAMP response; 0.079% of 360,000 active; Potency, µM (top dose mostly 154 µM), for inactives: at the highest dose activation, actives largely listed as activators; also: nearly all actives have a fitted effect of over 50% in size
Target sequence (Q8WZA2 whole entry, looked up): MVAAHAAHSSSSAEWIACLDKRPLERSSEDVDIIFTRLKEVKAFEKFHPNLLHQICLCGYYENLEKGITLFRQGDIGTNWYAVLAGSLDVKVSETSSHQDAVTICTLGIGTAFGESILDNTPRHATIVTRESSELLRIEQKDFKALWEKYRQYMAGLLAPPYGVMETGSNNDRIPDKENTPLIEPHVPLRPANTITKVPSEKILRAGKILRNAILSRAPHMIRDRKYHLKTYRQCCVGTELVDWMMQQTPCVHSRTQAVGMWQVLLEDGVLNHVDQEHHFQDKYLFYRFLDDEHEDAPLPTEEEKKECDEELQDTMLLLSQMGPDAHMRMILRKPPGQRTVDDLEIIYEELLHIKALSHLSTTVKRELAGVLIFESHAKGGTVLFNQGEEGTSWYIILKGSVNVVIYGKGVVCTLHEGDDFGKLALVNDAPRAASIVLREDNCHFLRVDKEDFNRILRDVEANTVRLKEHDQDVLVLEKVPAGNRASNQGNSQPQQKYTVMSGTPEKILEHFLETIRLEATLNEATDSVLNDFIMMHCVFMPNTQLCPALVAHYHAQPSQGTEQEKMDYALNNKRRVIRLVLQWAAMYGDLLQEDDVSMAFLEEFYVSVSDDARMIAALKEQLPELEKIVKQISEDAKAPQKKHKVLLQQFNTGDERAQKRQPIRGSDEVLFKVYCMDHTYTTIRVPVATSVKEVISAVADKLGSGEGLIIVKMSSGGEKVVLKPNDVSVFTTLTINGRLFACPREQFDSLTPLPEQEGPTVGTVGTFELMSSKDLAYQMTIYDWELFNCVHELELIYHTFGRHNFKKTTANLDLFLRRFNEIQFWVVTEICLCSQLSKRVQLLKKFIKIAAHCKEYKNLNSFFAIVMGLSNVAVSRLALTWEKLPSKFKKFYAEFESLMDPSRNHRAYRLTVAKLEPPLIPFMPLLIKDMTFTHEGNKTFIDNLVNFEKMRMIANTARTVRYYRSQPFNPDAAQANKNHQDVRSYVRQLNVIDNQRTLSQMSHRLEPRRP
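Compounds were added across a concentration range to EPAC2 (100 nM), RAP1B-BODIPY-GDP (250 nM) and GDP (50 uM). After 5 min at room temperature, fluorescence was recorded at 5-min intervals for 30 min.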
aSyn yeast inh: inhibitors of alpha-synuclein toxicity in yeast. Potency, µM (doses to about 46.1 µM), without a hit: at the highest dose growth rescue (activation), hits mostly activators. Yeast expressing alpha-synuclein, growth rescue, BacTiter-Glo, 24 h. 0.14% of 370,000 active. AID 652106; also: % of control where 0% means no effect; nearly all actives have a fitted effect of over 65% in size
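Galactose-induced alpha-syn yeast (OD600=0.02, raffinose-pregrown) + pinned cpd, 24 hr, 30 deg C; growth by BacTiter-Glo luminescence. Growth restoration scores as activation.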
EPAC1 agonist: EPAC1 (human) agonism. EPAC1 agonist qHTS, biochemical assay; response scale: 100% = response to 6.5 mM cAMP. Potency, µM (doses to about 154 µM), for inactives: top-dose activation, hits mostly activators. 0.073% of 360,000 active. AID 720707; also: nearly all actives have a fitted effect of over 60% in size
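Nucleotide exchange by EPAC1 (100 nM) on Rap1B–BODIPY-GDP (250 nM) in the presence of 50 uM GDP is tracked fluorescently at 480/540 nm over 30 min. Signals are normalized to a 6.5 mM cAMP control.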
PTHR1 ag: activates the human parathyroid hormone receptor PTHR1. 0.075% of 410,000 active. Potency, µM (series often up to 115 µM), inactives show top-dose activation, usual class: activators. HEK293 GP2 PTHR1 cells, GloSensor cAMP luminescence, 1 h. Q03431; also: nearly all actives have a fitted effect of over 55% in size; some results filed as inactive show a strong effect at the top dose; inactives centre near -15; many of its hits are not listed in these tables
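HEK-293-derived GP2 cells expressing PTHR1 and a GloSensor cAMP reporter, 3,000/well, plated overnight, given luciferin plus IBMX (each 0.5 mM as added) for 1 h at 37 °C, then compound for 1 h at 37 °C. Luminescence was read after 15 min at room temperature.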
FUS suppressor: suppressors of FUS proteinopathy in yeast; 0.24% of 390,000 active; S. cerevisiae FUS-expressing, growth rescue, OD600, 24 h; Potency, µM (doses to about 76.6 µM), for the others: top-dose growth rescue (activation), usual class: activators;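 also: plate controls were DMSO vehicle for no effect and reference control for full effect; nearly all actives have a fitted effect of over 55% in size; some results filed as inactive show a strong effect at the top dose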
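Restored growth of FUS-toxic S. cerevisiae, read as 600 nm absorbance after 24 h at 30C in galactose medium (starting OD 0.005). Controls CP55940 and DMSO.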
EPAC1 antagonist: blocks human EPAC1 exchange factor; EPAC1 GEF assay, Rap1b-BODIPY-GDP exchange fluorescence; AID 720709; Potency, µM (titrated, usually from 115 µM), without a hit: top-dose activity change, negative = inhibition, most hits filed as inhibitors; 0.14% of 360,000 active;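 also: plate controls were vehicle for no effect and positive control for full effect; nearly all actives have a fitted effect of over 50% in size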
TDP43 rescue: inhibitors of TDP-43 toxicity in yeast; AID 652104; TDP-43 expressing yeast growth rescue, BacTiter-Glo, 24 h; Potency, µM (series often up to 46.1 µM), without a hit: at the top dose growth rescue (activation), hits mostly activators; 1.8% of 410,000 active; also: % of control where 0% means no effect; nearly all actives have a fitted effect of over 50% in size
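Yeast cells expressing TDP-43 under galactose induction are exposed to compounds for 24 hr at 30 deg C. BacTiter-Glo luminescence measures growth, so protective compounds score as activators.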
EPAC2 antagonist: blocks human EPAC2 exchange factor; Q8WZA2; EPAC2 GEF exchange of Rap1B-BODIPY-GDP, fluorescence; Potency, µM (series often up to 114 µM), for inactives: at the top dose activity, negative = inhibition, actives largely listed as inhibitors; 0.18% of 360,000 active; also: % is scaled to controls: 0 for no effect and ±100 for the full control effect; nearly all actives have a fitted effect of over 45% in size; many of its hits are not listed in these tables
* hit, by the source's call; i = inactive; ? = inconclusive; / = no result given; [ ] = remark or other dose. Calls follow the shape of the dose curve; as a rule, active = well fitted curve in the direction sought with a large enough effect; inconclusive = small, poorly fitted or top-dose-only effect, or another doubt; inactive = no such curve, though single readings can be large; an effect the other way counts as inactive or inconclusive. Potency is read from the fitted curve at half-maximal effect.

SMILES	EPAC2 ag	aSyn yeast inh	EPAC1 agonist	PTHR1 ag	FUS suppressor	EPAC1 antagonist	TDP43 rescue	EPAC2 antagonist
CCCc1cc(-c2ccc(O)c(OCC)c2)c(C#N)c(N)n1	10%	-2%	5%	0%	8%	0%	26%	-8%
COc1ccc(N2C(=O)c3cc4ccccc4cc3C2=O)cc1	2%	-10%	4%	i	-16%	11%	11%	2%
Cc1ccc2c(c1)N(CC(=O)N(Cc1ccccn1)Cc1ccco1)C(=O)C(C(C)C)O2 (stereo not drawn)	8%	2%	-7%	i	44%	8%	?	-2%
CCc1nc2ccccc2c(=O)n1/N=C/c1ccc(Cl)cc1	1%	2%	-2%	-6%	-11%	-2%	16%	-22%
O=C(Nc1ccccc1)c1cc(C2CCCCN2C(=O)OCCF)on1 (stereo not drawn)	13%	8%	0%	-24%	16%	-10%	14%	9%
O=C(CSc1ncn[nH]1)NCc1ccccc1Cl	12%	-7%	9%	i	-3%	-7%	-8%	4%
CCOC(=O)c1ccc(Nc2ccc(C(C)=O)cc2)cc1	10%	-13%	-4%	-8%	-5%	-5%	?	-14%
COC(=O)c1ccc2nc(C3CCCCC3)c(Cc3ccc(OC)cc3C)n2c1	7%	3%	2%	i	9%	13%	19%	0%
Cn1cccc1Cc1nnc(SCC(=O)NC2CCCC2)n1CCc1ccccc1	11%	-2%	11%	-7%	15%	-2%	15%	26%
Cc1cc(N2CCN(Cc3cn(C)nc3-c3cccc(Cl)c3)CC2)cc(C)n1	0%	0%	-1%	-13%	25%	1%	13%	-1%
COc1ccc(CCn2c(=N)c(S(=O)(=O)c3ccc(C)cc3)cc3c(=O)n4ccccc4nc32)cc1	-7%	-4%	-17%	i	-6%	105%[activator]	-4%	89µM*
Cc1ccc(OCCCCc2c(C)n[nH]c2C)cc1	3%	0%	-13%	-31%[inhibitor]	-1%	-12%	?	-16%
CCC(C(=O)Nc1cc(C)cc(C)n1)c1ccccc1 (stereo not drawn)	11%	0%	3%	i	-2%	10%	?	-3%
CCN(CC)S(=O)(=O)c1ccc(C(=O)Nc2ccc(C(F)(F)F)n(C)c2=O)cc1	-2%	2%	0%	-16%	8%	-13%	0%	3%
COc1ccc(Cl)cc1Cn1c(C)c(C(=O)N(C)Cc2ccc(F)cc2)sc1=O	22%	8%	13%	-43%[inhibitor]	29%	-13%	22µM*	4%
CSCCC(NC(=O)c1ccco1)C(=O)O (stereo not drawn)	23%	2%	14%	i	2%	13%	11%	2%
CCOC(=O)Cn1nc(-c2ccccc2)c2ccccc2c1=O	6%	-17%	4%	-17%[57.5 µM]	-6%	6%	-9%	4%
CN(C(=O)c1cncc(Br)c1)c1c(N)n(Cc2ccccc2)c(=O)[nH]c1=O	15%	-2%	10%	-12%	-7%	8%	-19%	-1%
Cc1nc2nc(CSc3ccc(Cl)cc3)cc(=O)n2[nH]1	1%	1%	5%	-9%[57.5 µM]	1%	7%	10%	15%
COc1ccc(-n2c3c(cc(C(=O)Nc4cccc(C)n4)c2=O)C(=O)CC(C)(C)C3)cc1	-6%	0%	13%	i	-2%	11%	5%[9.22 µM]	-6%
Cc1cc(C)c(C#N)c(SCc2ccccc2[N+](=O)[O-])n1	-2%	-7%	-9%	i	/	2%	3%	4%
Cc1ccc(NC(=O)c2nnn(CC(=O)Nc3ccccc3)c2N)cc1C	-3%	5%	0%	-4%	?	4%	-6%	22%
O=C(Nc1ccn([C@H]2CC[C@@H](CO)O2)c(=O)n1)c1ccccc1	-1%	-12%	-1%	i	-10%	2%	-6%	6%
COc1cccc(-c2nn(-c3ccccc3)cc2CN(C)C(C)c2ccncn2)c1 (stereo not drawn)	10%	-2%	-1%	i	5%	-7%	-7%	-12%
Cc1nn(Cc2ccc(F)cc2)c(C)c1NC(=O)c1cc(-c2ccc3c(c2)OCO3)on1	5%	?	6%	4%	25%	-10%	-13%	-7%
Cc1ccc(Sc2cnn(-c3ccccc3)c(=O)c2Cl)cc1	10%	1%	2%	i	16%	-7%	?	7%
CCc1ccc(NC(=O)N(C2CCCCC2)C(C)c2cccnc2)cc1 (stereo not drawn)	-10%	7%	-4%	-24%	/	15%	?	15%
O=C1[C@@H]2CSCN2C(=O)CN1Cc1ccccc1F	-12%	5%	2%	i	-5%	-17%	-10%	-9%
C=CCn1c(C2CC(=O)N(c3ccc(C)cc3)C2)nc2ccccc21 (stereo not drawn)	1%	30%	-2%	-2%[57.5 µM]	14%	0%	-3%	15%
O=C(CN1CCCCC1)N/N=C/c1ccccc1OCc1ccccc1	10%	-5%	-1%	i	/	12%	-32%[inhibitor]	0%
OCC#CCSc1nnc(-c2ccc(Br)cc2)o1	4%	3%	5%	21%[57.5 µM]	24%	0%	19%	4%
N#Cc1c(-c2ccccc2)nc(-c2ccccc2)[nH]c1=O	4%	-1%	3%	i	11%	2%	-7%	-6%
CCOC(=O)N1CCN(CC(O)COC(CC)c2ccccc2)CC1 (stereo not drawn)	-3%	-9%	-11%	i	-27%	8%	-10%	6%
COc1cc(/C=N/NS(=O)(=O)c2ccc(Br)cc2)ccc1O	6%	-4%	2%	i	21%	5%	15%	-6%
S=c1[nH]nc(Cn2cnc3ccccc32)n1-c1ccccc1	2%	0%	14%	i	7%	-16%	-4%[9.22 µM]	2%
Cc1cc(NC(=O)CSc2ncnc3c2cnn3-c2ccccc2)no1	0%	1%	-1%	i	-10%	2%	19%	4%
O=C(Nc1nc2cc3c(cc2s1)OCO3)C1=COCCO1	-3%	4%	-6%	-49%[inhibitor]	-16%	0%	0%	4%
COc1ccc(NC(=S)NC(=O)C2CCCCC2)cc1	7%	-2%	3%	i	19%	5%	24%	-3%
CCN(CC)CCCn1c2c(c(SCC(=O)Nc3nccs3)nc1=O)CCC2	5%	-1%	4%	-3%	9%	-5%	-18%	-15%
COc1cc2nc(SCC(=O)NCc3ccco3)n(Cc3ccc(Cl)cc3)c(=O)c2cc1OC	-8%	2%	0%	-7%[57.5 µM]	32%	-10%	13%	-4%
O=C(CN1CCN(C(=O)c2cccc(S(=O)(=O)N3CCCC3)c2)CC1)Nc1ccccc1Cl	4%	5%	2%	-19%	15%	-3%	4%	-1%
COc1ccc(NC(=O)C2CCC(C(C)(C)C)CC2)cc1S(=O)(=O)N1CCCCC1 (stereo not drawn)	-13%	1%	-25%	-19%	?	-27%	-24%	-3%
COc1ccc(C)c2sc(N(CCCN(C)C)C(=O)CS(=O)(=O)c3ccc(F)cc3)nc12	-3%	1%	-6%	i	14%	2%	-13%	-1%
COc1ccccc1C(=O)NN1C(=O)C2C3C=CC(O3)C2C1=O (stereo not drawn)	15%	-7%	3%	i	-13%	8%	6%	0%
CCC1(c2ccccc2)NC(=O)N(CC(=O)NC2CCCC2)C1=O (stereo not drawn)	-1%	4%	0%	-14%	-1%	?	15%	9%
CCn1nc(C)c(Oc2ccccc2O)c1C	0%	0%	0%	-25%	0%	-19%	5%	6%
CCOC(=O)c1ccc(NC(=O)CSc2nnc(CNC(=O)c3ccco3)o2)cc1	7%	0%	-5%	-22%	-7%	-9%	-12%	-1%
CCO/C=N/c1c(C#N)c2c(c(=S)n1C)COC(C)(C)C2	0%[15.6 µM]	-11%	-6%	i	-7%	5%	-9%	1%
O=C(NCc1cccnc1)c1ccc(=O)oc1	-9%	/	-4%	i	-6%	-2%	3%	12%
Cn1nnnc1SCCNC/C=C/c1ccccc1	4%	0%	2%	i	2%	10%	-11%	0%
O=C(NC1CC1)C1=C[C@@H](c2coc3ccccc3c2=O)C[C@@H](OCCCCO)O1	8%	-2%	-10%	i	11%	-3%	2%	-25%
COc1ccc(C(=O)COC(=O)C(CC(C)C)N2C(=O)c3ccccc3C2=O)cc1 (stereo not drawn)	8%	1%	15%	i	35%	-2%	-4%	-14%
O=C(Nc1ccc2c(c1)OCO2)N1CCN(c2ncc(C(F)(F)F)cc2Cl)CC1	8%	-9%	16%	-8%[57.5 µM]	-1%	-12%	7%	-15%
CN1CCC(=NNC(=O)C(=O)NC2CCCC2)CC1	1%	0%	0%	i	16%	0%	-2%	-3%
CCCCN(C)C(=O)c1cc2c(s1)-c1ccccc1S(=O)(=O)C2	4%	4%	17%	i	15%	3%	0%	-14%
Cc1cc(/C=N/NC(=O)c2nn(C)cc2Cl)c(C)n1-c1cccc(Br)c1	14%	0%	-1%	-33%	8%	0%	-7%	-9%
CCn1c(COc2cc(C)ccc2C(C)C)nnc1SCC(=O)Nc1nccs1	4%	-6%	-7%	-23%	-1%	-2%	-13%	10%
CN(C(=O)c1cc2c(s1)-c1ccccc1S(=O)(=O)C2)c1ccccc1	2%	-1%	-4%	i	11%	-7%	6%	1%
CCc1ccc(C2=CC(c3cc(Br)ccc3F)n3ncnc3N2)cc1 (stereo not drawn)	9%	-11%	12%	i	44%	-8%	?	?
Cc1cccc(NC(=O)c2cccnc2)c1C	11%	-5%	4%	i	-2%	3%	2%	-5%
CCOc1ccc2c(c1)C(N(CCN1CCOCC1)C(=O)Nc1ccc(OC)cc1OC)CC(C)(C)O2 (stereo not drawn)	-2%	5%	-1%	-23%	-1%	10%	13%	-8%
CCOc1ccc(NC(=O)C2CC(=O)N(CCc3ccc(OC)c(OC)c3)C2)cc1OCC (stereo not drawn)	1%	-6%	-12%	-13%	17%	-14%	-19%	14%

Given with each value named: four of the compounds above.
Cc1cccc(NC(=O)c2cccnc2)c1C
  EPAC2 ag: 11%
  aSyn yeast inh: -5%
  EPAC1 agonist: 4%
  PTHR1 ag: i
  FUS suppressor: -2%
  EPAC1 antagonist: 3%
  TDP43 rescue: 2%
  EPAC2 antagonist: -5%

CCCCN(C)C(=O)c1cc2c(s1)-c1ccccc1S(=O)(=O)C2
  EPAC2 ag: 4%
  aSyn yeast inh: 4%
  EPAC1 agonist: 17%
  PTHR1 ag: i
  FUS suppressor: 15%
  EPAC1 antagonist: 3%
  TDP43 rescue: 0%
  EPAC2 antagonist: -14%

CCC1(c2ccccc2)NC(=O)N(CC(=O)NC2CCCC2)C1=O (stereo not drawn)
  EPAC2 ag: -1%
  aSyn yeast inh: 4%
  EPAC1 agonist: 0%
  PTHR1 ag: -14%
  FUS suppressor: -1%
  EPAC1 antagonist: ?
  TDP43 rescue: 15%
  EPAC2 antagonist: 9%

CCOc1ccc(NC(=O)C2CC(=O)N(CCc3ccc(OC)c(OC)c3)C2)cc1OCC (stereo not drawn)
  EPAC2 ag: 1%
  aSyn yeast inh: -6%
  EPAC1 agonist: -12%
  PTHR1 ag: -13%
  FUS suppressor: 17%
  EPAC1 antagonist: -14%
  TDP43 rescue: -19%
  EPAC2 antagonist: 14%

These rows are one share of the data; count on the stated rates, not on these rows.
